Source: PubChem BioAssay
LmPK inhibitor: qHTS Assay for Inhibitors of Leishmania Mexicana Pyruvate Kinase (LmPK). Q27686. purified LmPK, Kinase-Glo ATP luminescence, 1 h. Potency, µM (doses to about 57.5 µM), inactives show at the highest dose activity change, negative = inhibition, hits mostly inhibitors. hit rate 0.37% among 290,000
Target sequence (Q27686 whole entry, looked up): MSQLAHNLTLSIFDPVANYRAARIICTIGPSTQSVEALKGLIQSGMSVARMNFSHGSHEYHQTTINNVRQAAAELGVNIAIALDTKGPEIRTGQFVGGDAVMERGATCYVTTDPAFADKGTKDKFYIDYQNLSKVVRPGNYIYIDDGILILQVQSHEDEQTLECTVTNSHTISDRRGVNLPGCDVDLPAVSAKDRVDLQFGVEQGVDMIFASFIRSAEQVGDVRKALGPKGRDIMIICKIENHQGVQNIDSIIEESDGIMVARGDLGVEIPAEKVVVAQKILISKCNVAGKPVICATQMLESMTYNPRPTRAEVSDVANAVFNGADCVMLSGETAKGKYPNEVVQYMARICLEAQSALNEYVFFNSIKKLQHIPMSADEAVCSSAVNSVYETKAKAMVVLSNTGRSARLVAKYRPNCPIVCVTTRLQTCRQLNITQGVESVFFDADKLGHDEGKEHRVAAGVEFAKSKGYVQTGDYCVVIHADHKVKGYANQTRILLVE
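Screened at intermediate enzyme activity to detect both inhibitors and activators: LmPK at 0.1 nM, with a 0.5 nM enzyme column as activation reference. PEP 0.5 mM, ADP 0.1 mM; ATP detected by luminescence after 1 h.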
Tb PYK inh: qHTS of Trypanosoma Brucei Inhibitors; pyruvate kinase (Trypanosoma brucei), Q57TT1; TbPYK enzyme, Kinase-Glo Plus ATP luminescence, 45 min; Potency, µM (doses to about 76.8 µM), without a hit: top-dose activity, negative = inhibition, most hits filed as inhibitors; hit rate 0.12% among 410,000; AID 624173, 2012; further: nearly all actives have a fitted effect of over 50% in size
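Luminescence from Kinase-Glo Plus, added after a 45-minute room-temperature reaction, served as the end-point read-out. The enzyme and substrate were preincubated with compound before ADP (130 uM final) initiated turnover. Concentration-effect curves came from normalized qHTS data.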
HCV inhibitor: qHTS Assay for Inhibitors of Hepatitis C Virus (HCV); AID 651820, 2012; hit rate 3.4% among 340,000; Huh7.5.1 HCVcc-Cre infection, luciferase reporter, 44 h; Potency, µM (doses to about 41.8 µM), for the others: at the top dose activity change, negative = inhibition, hits mostly inhibitors
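Infectious HCV cell culture screen: compound-treated cells (1,000/well, pre-plated 4 h) are infected with HCVcc-Cre at roughly 0.5 moi and grown 44 h. Infection is quantified by luciferase signal after 15 min substrate incubation at room temperature.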
Numbers without * were called inactive; ? = inconclusive; . = not tested or not shown; [ ] = remark or other dose. The call rests on the fitted dose curve; in most records, active means well fitted curve in the direction sought with a large enough effect; inconclusive means small, poorly fitted or top-dose-only effect, or another doubt; inactive means no such curve, though single readings can be large; an effect the other way counts as inactive or inconclusive. On the % scale 0 is the no-effect control and ±100 the full control effect; potency means the concentration at half of the fitted maximal effect.

Results follow in this order: LmPK inhibitor, Tb PYK inh, HCV inhibitor
CCc1ccc(-c2nc(CS(=O)CC(=O)NCc3ccc(F)cc3)c(C)o2)cc1 (stereo unspecified)
 : ., -1%, .
COc1ccc(CNC(=O)c2cc3c(=O)n4cccc(C)c4nc3s2)cc1
 : ., 0%, .
CC(C)c1ccc(-c2nnc3n(CCc4ccccc4)c(=O)c4ccccc4n23)cc1
 : ., -12%, .
Cn1cccc1C(=O)N1CCC2(CCCN(C(=O)Nc3ccccc3)C2)CC1
 : ., 0%, .
CC(=O)Nc1ccccc1-c1nc2ccccc2n(C(C)C(=O)Nc2cccc(C)c2C)c1=O (stereo unspecified)
 : ., -1%, .
CCOC(=O)C(C)Sc1nnc2cc(C)c3ccccc3n12 (stereo unspecified)
 : ., -1%, .
Cc1ccc(C(=O)N2CCN(c3ccc4c(c3)C3CC4CCN3C(=O)OCc3ccccc3)CC2)cc1 (stereo unspecified)
 : ., 0%, .
COc1ccc(Nc2nnc(SCC(=O)N(CC(C)C)C3CCS(=O)(=O)C3)s2)cc1 (stereo unspecified)
 : ., 1%, .
CCc1cccc(NS(=O)(=O)c2ccc3c(c2)N(CC(=O)OC)C(=O)CS3)c1
 : ., -2%, .
Cc1cc(F)ccc1S(=O)(=O)Nc1cc2c(C(=O)O)c(C)oc2c2ccccc12
 : ., -4%, .
Cc1cccc(N2CCN(C(=O)c3cnn(-c4ccc(F)cc4F)c3C3CCN(C(=O)OC(C)(C)C)CC3)CC2)c1C
 : ., 16%[15.4 µM], .
O=C(Nc1nc2ccccc2s1)c1ccc2sc([C@H]3C[C@H](O)[C@@H](CO)O3)nc2c1
 : ., 5%, .
COc1cccc(C2=CC(c3cc(Br)ccc3F)n3nnnc3N2)c1 (stereo unspecified)
 : ., -1%, .
COc1ccccc1CNS(=O)(=O)c1cnc(N)nc1
 : ., -3%, .
NC(COCc1ccccc1)c1csc(Nc2cc(NCCCO)ncn2)n1 (stereo unspecified)
 : ., -11%, .
Cc1ccc(OCC(=O)N(Cc2ccc(Cl)cc2)Cc2ccco2)cc1C
 : ., -2%, .
CCc1c(C)sc2c1CCN(Cc1cccc(F)c1)C2c1ccccc1 (stereo unspecified)
 : ., 1%, .
Cc1[nH]c2ccc(F)cc2c1CCNC(=O)c1cc2cc(Cl)ccc2oc1=O
 : ., 4%, .
COc1ccc(CNC(=O)Cn2c(=O)nc(-c3ccccc3F)c3cc(Cl)ccc32)cc1
 : ., -8%, .
COc1ccc(-c2ccc3c(c2)c(Sc2ccccc2)c(-c2ccccc2)n3C)cc1
 : ., 5%, .
COc1ccc(C2CC(=O)Nc3c2c(=O)[nH]c2nc4ccccc4n32)cc1OC (stereo unspecified)
 : ., -9%, .
CN(C)C(=O)c1ccc(SC(=S)NCc2ccccc2)cc1
 : ., ?, .
CCCCNC(=O)c1ccc2c(c1)ncn2-c1cc(OC)ccc1OC
 : ., 9%, .
Cc1ccc(CNc2nc3ccc(Cl)cc3n3cnnc23)cc1
 : ., 1%, .
CC(NC(CCc1ccccc1)C(=O)O)C(=O)N1CCCC1C(=O)O (stereo unspecified)
 : ., -7%, .
CN(C)c1cccc(CNC(=O)c2csc(COCCO)n2)c1
 : ., -1%, .
O=[N+]([O-])c1ccc(NS(=O)(=O)c2ccc(Cl)c(Cl)c2)cc1
 : ., 2%, .
COc1ccc(NC(=O)CN2C(=O)COc3ccc(S(=O)(=O)Nc4ccccc4)cc32)cc1OC
 : ., -6%, .
NC(=O)c1cccc(-c2ccnc3c2CC(C(=O)NCCC(F)(F)F)O3)c1 (stereo unspecified)
 : ., 2%, .
COc1ccc(-c2noc(CN(C(=O)C(C)Oc3ccc(C)cc3)C(C)C)n2)cc1 (stereo unspecified)
 : ., 0%, .
O=C(CSc1oc(-c2ccco2)nc1S(=O)(=O)c1ccc(Cl)cc1)c1ccccc1
 : ., -8%, .
Cc1cccc(N(CC(=O)NCCSc2ccc(Cl)cc2)S(=O)(=O)c2ccccc2)c1C
 : ., 1%, .
Cc1ccc([C@H]2N[C@]3(CCCN(Cc4ccco4)C3=O)[C@H]3C(=O)N(C)C(=O)[C@@H]23)cc1
 : ., -2%, .
C=C(C)Cn1c2ccc(NC(=S)NCc3ccccc3F)cc2c(=O)n1C
 : ., 5%, .
CCOC(=O)c1cccc(NS(=O)(=O)c2ccc(-c3coc(C)n3)cc2)c1
 : ., 2%, .
CCc1nc2ccc(C(=O)N3CCN(S(=O)(=O)CC)CC3)cn2c1N(CC)CCOC
 : ., 1%, .
COc1ccc(OC)c(S(=O)(=O)Nc2cc3c(C(C)=O)c(C)oc3c3ccccc23)c1
 : ., -8%, .
CN(Cc1ccccc1)C(C(=O)NC1CCCCC1)c1ccc(Cl)cc1 (stereo unspecified)
 : ., 3%, .
Cc1ccc(NC(=O)CCc2nc(-c3ccccc3F)no2)c(C)c1
 : ., -5%, .
CCc1cccc(C)c1NC(=O)c1cc(S(=O)(=O)N2CCN(c3ccccc3)CC2)ccc1F
 : ., 5%, .
CC(NC(=O)c1ccc2c(c1)CCN2S(=O)(=O)c1ccc(Cl)cc1)c1ccccc1 (stereo unspecified)
 : ., -2%, .
O=C(c1cnccn1)N1CCC2(CCCN(Cc3nccs3)C2)CC1
 : ., 0%, .
CC(C)C(C)(C)C(C)(C)C(C)(C)S
 : ., -5%[157 µM], .
Cc1cc(C)cc(NC(=O)CSc2nc3nccnc3c(=O)n2CCc2c[nH]c3ccccc23)c1
 : ., -2%, .
O=C(Nc1ccc2nc(SCC(=O)N3CCOCC3)sc2c1)c1cccc(Br)c1
 : ., 5%, .
COc1ccccc1OCC(=O)Nc1nc(-c2ccc(Br)cc2)ns1
 : ., -2%, .
Cc1ccc(Cn2cc(CN3CC(N4CCN(Cc5ccccc5F)CC4)CS3(=O)=O)nn2)cc1 (stereo unspecified)
 : ., 2%, .
Cc1cc(=O)n(Cc2ccco2)c(=S)[nH]1
 : ., -2%, .
CCN(CC)c1ccc(C(=O)NCc2ccc3c(c2)CCN3C(=O)c2ccccc2)cc1
 : ., -8%, .
CCCn1c(=N)c(C(=O)NCc2ccccc2)cc2c(=O)n3cccc(C)c3nc21
 : ., 3%, .

(more compounds)
Results follow in this order: LmPK inhibitor, Tb PYK inh, HCV inhibitor
COc1ccc(-c2ccc(CN3C(C)C(=O)N(Cc4cn(CCC5OCCO5)nn4)CCS3(=O)=O)cc2)cc1OC (stereo unspecified)
 : ., -3%, .
CCOc1ccc(CNC(=O)c2cc3ccccn3n2)cc1
 : ., -10%, .
CCOc1ccc(-c2nn(CC(=O)NC3CCCCC3)c3c2cnc2ccc(C)cc23)cc1
 : ., 0%, .
Cc1c(CNC2CCCCC2)c(C(=O)O)c(C)n1Cc1ccc(F)cc1
 : ., -4%, .
COc1ccc(Cl)cc1NC(=O)CCS(=O)(=O)c1cccc2nonc12
 : ., -10%, .
CC(C)(C)C(=O)NCc1ccc(C(=O)CSc2nnc3n2CCCCC3)s1
 : ., -8%, .
CCOC(=O)[C@]12CCC=C1N(Cc1ccco1)C(=O)[C@H](CC(=O)N1CCCC1)C2
 : ., -7%, .
CCCCn1c(N)c(N(CCC(C)C)C(=O)CSc2nc3ccccc3s2)c(=O)[nH]c1=O
 : ., 0%, .
Cc1ccc(C(=O)NCC(=O)OCc2cc(=O)n3nc(C4CCCCC4)sc3n2)cc1
 : ., -3%, .
NC(=O)c1ccccc1NC(=O)C1CCCN(c2ncnc3onc(-c4ccc(F)cc4)c23)C1 (stereo unspecified)
 : ., 3%, .
Cc1cccc(NC(=O)CSC2=Nc3ccccc3C3=NC(CCC(=O)NCc4ccc(F)cc4)C(=O)N23)c1 (stereo unspecified)
 : ., 1%, .
CCOc1ccc(C2C(=O)N(C3CCCCC3)CC(=O)N2CCc2ccccc2)cc1OC (stereo unspecified)
 : ., -4%, .
Cc1nc(N2CCCC2)c2c(C(=O)Nc3cccc(Cl)c3)c(C)oc2n1
 : ., 1%, .
CCOC(=O)c1cc(S(=O)(=O)Nc2ccc(Br)c(C)c2)[nH]n1
 : ., -2%, .
C[C@@H]1CN([C@H](C)CO)C(=O)c2cc(Br)cnc2O[C@H]1CN(C)Cc1ccccc1
 : ., 0%, .
Cc1ccc(CN2C(=O)SC(Nc3ccccc3)C2=O)cc1 (stereo unspecified)
 : ., 3%, .
O=C(c1ccc2c(c1)CCCC2)N1CCN(c2nc3c(F)cccc3s2)CC1
 : ., -2%, .
COC(=O)[C@]12CCCCC=C1N(Cc1ccccc1)C(=O)[C@H](CC(=O)N1CCN(C(=O)c3ccco3)CC1)C2
 : ., 6%, .
COc1ccc(S(=O)(=O)NCc2cccn2Cc2cccc(C)c2)cc1OC
 : ., 0%, .
CC(=O)c1ccc(N2C(=O)N(CC(=O)c3ccc(F)cc3)c3ccccc3S2(=O)=O)cc1
 : ., 8%, .

Not a retest: 20 of the compounds above.
Results follow in this order: LmPK inhibitor, Tb PYK inh, HCV inhibitor
COc1ccc(-c2ccc(CN3C(C)C(=O)N(Cc4cn(CCC5OCCO5)nn4)CCS3(=O)=O)cc2)cc1OC (stereo unspecified)
 : ., -3%, .
CCOc1ccc(CNC(=O)c2cc3ccccn3n2)cc1
 : ., -10%, .
CCOc1ccc(-c2nn(CC(=O)NC3CCCCC3)c3c2cnc2ccc(C)cc23)cc1
 : ., 0%, .
Cc1c(CNC2CCCCC2)c(C(=O)O)c(C)n1Cc1ccc(F)cc1
 : ., -4%, .
COc1ccc(Cl)cc1NC(=O)CCS(=O)(=O)c1cccc2nonc12
 : ., -10%, .
CC(C)(C)C(=O)NCc1ccc(C(=O)CSc2nnc3n2CCCCC3)s1
 : ., -8%, .
CCOC(=O)[C@]12CCC=C1N(Cc1ccco1)C(=O)[C@H](CC(=O)N1CCCC1)C2
 : ., -7%, .
CCCCn1c(N)c(N(CCC(C)C)C(=O)CSc2nc3ccccc3s2)c(=O)[nH]c1=O
 : ., 0%, .
Cc1ccc(C(=O)NCC(=O)OCc2cc(=O)n3nc(C4CCCCC4)sc3n2)cc1
 : ., -3%, .
NC(=O)c1ccccc1NC(=O)C1CCCN(c2ncnc3onc(-c4ccc(F)cc4)c23)C1 (stereo unspecified)
 : ., 3%, .
Cc1cccc(NC(=O)CSC2=Nc3ccccc3C3=NC(CCC(=O)NCc4ccc(F)cc4)C(=O)N23)c1 (stereo unspecified)
 : ., 1%, .
CCOc1ccc(C2C(=O)N(C3CCCCC3)CC(=O)N2CCc2ccccc2)cc1OC (stereo unspecified)
 : ., -4%, .
Cc1nc(N2CCCC2)c2c(C(=O)Nc3cccc(Cl)c3)c(C)oc2n1
 : ., 1%, .
CCOC(=O)c1cc(S(=O)(=O)Nc2ccc(Br)c(C)c2)[nH]n1
 : ., -2%, .
C[C@@H]1CN([C@H](C)CO)C(=O)c2cc(Br)cnc2O[C@H]1CN(C)Cc1ccccc1
 : ., 0%, .
Cc1ccc(CN2C(=O)SC(Nc3ccccc3)C2=O)cc1 (stereo unspecified)
 : ., 3%, .
O=C(c1ccc2c(c1)CCCC2)N1CCN(c2nc3c(F)cccc3s2)CC1
 : ., -2%, .
COC(=O)[C@]12CCCCC=C1N(Cc1ccccc1)C(=O)[C@H](CC(=O)N1CCN(C(=O)c3ccco3)CC1)C2
 : ., 6%, .
COc1ccc(S(=O)(=O)NCc2cccn2Cc2cccc(C)c2)cc1OC
 : ., 0%, .
CC(=O)c1ccc(N2C(=O)N(CC(=O)c3ccc(F)cc3)c3ccccc3S2(=O)=O)cc1
 : ., 8%, .

Continued.
Results follow in this order: LmPK inhibitor, Tb PYK inh, HCV inhibitor
O=C(NCc1ccc(F)cc1)C1CCN(S(=O)(=O)c2ccc3c(c2)CCCN3C(=O)C2CCC2)CC1
 : ., 3%, .
CC1CCN(C(=O)c2cnn(-c3cccc(Cl)c3)c2C2CCN(C(=O)OC(C)(C)C)CC2)CC1
 : ., 1%, .
CCc1ccccc1Nc1cc(C(=O)NCCCN(C)C2CCCCC2)c2ccccc2n1
 : ., 0%, .
CC(C)OCCCNC(=O)c1ccc(-n2c(-c3ccccc3)cc3c2CCCC3)cc1
 : ., -3%, .
COc1cccc(-c2noc(-c3cc4ccccc4oc3=O)n2)c1OC
 : ., -2%, .
Cc1nc(=O)c(-c2ccccc2)c(C)n1-c1ccc(O)c(C(=O)O)c1
 : 2%, 1%, .
Cc1cc(S(=O)(=O)Nc2ccc(C(=O)NCC3CCCO3)cc2)ccc1F (stereo unspecified)
 : ., ., 5%
O=C1NC(Cc2ccc(O)cc2)c2nc3ccc(Cl)cc3c(=O)n2-c2cc(Cl)ccc21 (stereo unspecified)
 : ., ., -2%

Some of the compounds tested. The share of hits here may be higher or lower than overall.
